Source: PubChem BioAssay (National Center for Advancing Translational Sciences (NCATS))
HTT aggregate: mutant huntingtin aggregation inhibition; PC12 HttQ103-GFP aggregates, Acumen cytometry, 40 h; AID 1688; hit rate 1.1% among 220,000; Potency, µM (series often up to 46.1 µM), inactives show top-dose activity change, negative = inhibition, actives largely listed as inhibitors; note: potency is the fitted concentration of half-maximal effect; % is set by controls: 0 for no effect and ±100 for the full control effect; nearly all actives have a fitted effect of over 60% in size
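Multiplexed with ATP-based cell death, this channel scores GFP aggregates in PC12 cells expressing inducible HTTex1-Q103-GFP. Induction used 100 nM tebufenozide; compounds were tested in concentration series.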
IMPase Li cell: cell-permeable IMPase inhibitors with lithium potentiation. hit rate 0.35% among 210,000. CHO-M1 cells, IP1 TR-FRET (IP-One), carbachol + lithium. Potency, µM (titrated, usually from 59.4 µM), for inactives: top-dose activity, negative = IMPase inhibition, actives largely listed as inhibitors;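 note: IP1 builds up when IMPase is blocked and the TR-FRET signal falls; potency is the fitted concentration of half-maximal effect; plate controls were basal vehicle for no effect and high inhibitor control for full effect; nearly all actives have a fitted effect of over 50% in size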
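CHO cells stably expressing M1 receptor (2000/well, cultured 16–30 h) treated 30 min at 37C with compound plus low lithium. Cytosolic IP1 by TR-FRET (665/620 ratio and 620 channel) after 10 min lysis; AC50 by Hill fit.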
Epigenetic reg: derepresses silenced GFP reporter in murine cells; murine LDR cells, GFP reporter derepression, 30 h; Potency, µM (titrated, usually from 53.9 µM), for inactives: top-dose GFP activation, most hits filed as activators; hit rate 0.2% among 280,000; note: potency is the fitted concentration of half-maximal effect; % of control where 0% means no effect; nearly all actives have a fitted effect of over 60% in size
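Murine LDR cells bearing a silenced CMV-driven GFP reporter were exposed to compound for 30 h at 37 C. After PBS washes, GFP-positive cells (20-120 um objects) counted by laser-scanning microplate cytometry.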
NPSR antagonist: blocks cAMP signaling of the human neuropeptide S receptor; Q6W5P4; CHO-NPSR cells, cAMP TR-FRET, antagonist mode; Potency, µM (series often up to 38.3 µM), inactives show top-dose activity change, negative = inhibition, hits mostly inhibitors; hit rate 1% among 220,000; note: potency is the fitted concentration of half-maximal effect; % is set by controls: 0 for no effect and ±100 for the full control effect; nearly all actives have a fitted effect of over 50% in size; many of its hits are not listed in these tables
Target sequence (Q6W5P4 whole entry, looked up): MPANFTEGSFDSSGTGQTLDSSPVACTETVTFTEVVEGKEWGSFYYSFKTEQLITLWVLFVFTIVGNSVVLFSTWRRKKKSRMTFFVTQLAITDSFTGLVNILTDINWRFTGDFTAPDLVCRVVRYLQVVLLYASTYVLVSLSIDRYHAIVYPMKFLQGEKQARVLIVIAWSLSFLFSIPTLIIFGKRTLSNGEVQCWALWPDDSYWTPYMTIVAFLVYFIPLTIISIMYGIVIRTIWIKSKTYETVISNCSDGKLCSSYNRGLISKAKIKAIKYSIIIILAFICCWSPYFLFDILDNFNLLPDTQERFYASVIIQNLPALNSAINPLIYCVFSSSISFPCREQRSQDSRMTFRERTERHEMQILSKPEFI
LMNA splice mod: changes lamin A minigene splicing in HeLa cells; HeLa LMNA splicing GFP/RFP minigene ratio, 48 h; Potency, µM (doses to about 46.1 µM), for inactives: at the highest dose ratio change, negative = inhibition, usual class: inhibitors; hit rate 0.01% among 200,000; AID 1487; active = well fitted inhibition curve with a large enough effect in the signal ratio, with a control signal flat, not every such curve was filed as active; inconclusive = small, poorly fitted or top-dose-only effect, or effect the other way, or a change in a side signal; the % refers to the signal ratio; note: potency is the fitted concentration of half-maximal effect; % is set by controls: 0 for no effect and ±100 for the full control effect
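Read-out is the ratio of GFP to DsRed2 object intensity, acquired by 488 nm laser-scanning cytometry on HeLa lamin A-EGFP minigene reporter cells. Compound incubation 48 hrs at 37 °C in Opti-MEM with 2% FBS; DMSO 0.5% final.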
CBFb RUNX1 block: inhibitors of human CBF-beta and RUNX1 interaction | Q01196+Q13951 | AlphaScreen CBFb-His/RUNX1-biotin binding, biochemical | Potency, µM (top dose mostly 59.8 µM), for the others: at the highest dose activity, negative = inhibition, hits mostly inhibitors | 230,000 tested, under 10 active | AID 1477; note: % of control where 0% means no effect
Target sequence (Q01196 whole entry, looked up): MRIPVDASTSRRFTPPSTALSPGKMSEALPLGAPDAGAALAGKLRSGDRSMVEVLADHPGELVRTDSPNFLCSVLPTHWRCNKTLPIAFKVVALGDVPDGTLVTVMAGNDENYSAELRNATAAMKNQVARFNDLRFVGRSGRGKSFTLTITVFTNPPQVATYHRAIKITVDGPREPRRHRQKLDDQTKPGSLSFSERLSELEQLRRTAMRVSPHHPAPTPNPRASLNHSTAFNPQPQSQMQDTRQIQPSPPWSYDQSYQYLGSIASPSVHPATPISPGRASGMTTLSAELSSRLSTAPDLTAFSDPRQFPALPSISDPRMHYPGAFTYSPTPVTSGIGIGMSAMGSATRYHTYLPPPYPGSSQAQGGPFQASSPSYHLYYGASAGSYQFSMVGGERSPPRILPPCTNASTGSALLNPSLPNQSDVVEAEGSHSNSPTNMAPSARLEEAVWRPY
Target sequence (Q13951 whole entry, looked up): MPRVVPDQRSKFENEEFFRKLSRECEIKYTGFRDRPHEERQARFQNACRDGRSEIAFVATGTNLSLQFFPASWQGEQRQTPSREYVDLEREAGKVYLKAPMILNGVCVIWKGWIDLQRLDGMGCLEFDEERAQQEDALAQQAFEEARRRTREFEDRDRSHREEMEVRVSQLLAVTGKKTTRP
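Interaction loss through any mechanism counts as activity. Pre-formed complex of His-CBF-beta and biotin-RUNX1 (30 nM apiece) is incubated with compound 15 min, then with 50 ng nickel and 50 ng streptavidin beads for 90 min before AlphaScreen detection.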
Luc counter: blocks Kinase-Glo luciferase, a counter-screen artifact | Kinase-Glo luciferase, ATP luminescence, 8 min | Potency, µM (highest dose often 38.3 µM), without a hit: at the top dose activity change, negative = inhibition, most hits filed as inhibitors | hit rate 0.28% among 200,000 | AID 1379; note: potency is the fitted concentration of half-maximal effect; % is set by controls: 0 for no effect and ±100 for the full control effect; nearly all actives have a fitted effect of over 60% in size
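Inhibition of Kinase-Glo luciferase light generation was assessed at 10 uM ATP in pH 7.2 imidazole buffer, with luminescence measured after eight minutes at ambient temperature.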
* = called active by the depositor; ? = inconclusive; . = not tested or not shown; [ ] = dose if it differs, or a comment. Unless noted, calls come from the whole dose curve; as a rule, active = well fitted curve in the direction sought with a large enough effect; inconclusive = small, poorly fitted or top-dose-only effect, or another doubt; inactive = no such curve, though single readings can be large; an effect the other way counts as inactive or inconclusive. This is a subset; the hit share may differ from the screen's.

SMILES	HTT aggregate	IMPase Li cell	Epigenetic reg	NPSR antagonist	LMNA splice mod	CBFb RUNX1 block	Luc counter
Cc1cccc(N2CCN(c3ccc(NC(=O)/C=C(/C(=O)O)c4ccccc4)cc3)CC2)c1	22%	-2%[38.3 µM]	-1.2%	-4%[46.1 µM]	1%	-9%	3%
Cc1cnc(NC(=O)CSc2ccccc2)s1	?	30%[38.3 µM]	1.0%	-4%[46.1 µM]	6%	-4%	-3%
CCC1CCCCN1C(=S)Nc1ccc(C(C)=O)cc1 (configuration not stated)	19%	-5%	-1.5%	0%	-16%	-2%	0%
COc1ccc(/C=C/c2cc(C(F)(F)F)[nH]c(=O)n2)cc1OC	-10%[9.22 µM]	1%	1.1%	4%	-11%[46 µM]	3%	-2%
COc1ccc2[nH]c(=O)c(CN(Cc3nnnn3CCc3ccccc3)CC3CCCO3)cc2c1 (configuration not stated)	-3%	-6%[38.3 µM]	0.0%	-16%[46.1 µM]	?	5%	0%
Cc1ccsc1CN1CC(=O)N(c2c(C)cccc2C)C1=S	0%	-3%	6.4%	-13%	.	-5%	-2%
COC(=O)c1sccc1NC(=O)CSCCc1ccncc1	0%	1%	1.1%	-3%	.	1%	10%
C=CCCCCCCCCCCCC(O)CC(O)COC(C)=O (configuration not stated) (tested in a mixture with another compound)	.	14%	0.0%	.	.	29%	-4%
N#Cc1cc(-c2ccc(Cl)cc2)cn(Cc2c(Cl)cccc2Cl)c1=O	-3%	-3%[38.3 µM]	6.3%	?	-2%	0%	0%
COc1ccc(C)cc1NC(=O)c1cc2cc3ccc(C)cc3nc2o1	-18%	7%[38.3 µM]	-2.0%	-1%[46.1 µM]	6%	-2%	-5%
COc1ccc(CNC(=O)Nc2ccc3c(c2)N(C)C(=O)CS3)cc1	10%	3%	-0.9%	6%	.	12%	.
CC(=O)N=C1SC2CS(=O)(=O)CC2N1c1ccccc1Cl (configuration not stated)	11%	-13%[38.3 µM]	1.6%	-7%[46.1 µM]	3%	0%	-8%
CN(C)S(=O)(=O)c1cccc(C(=O)OCC(=O)c2c(N)n(C)c(=O)n(C)c2=O)c1	-18%	4%	-0.1%	9%	.	-1%	1%
COc1cc(-c2noc(CCCC(=O)Nc3ccc(C(N)=O)cc3)n2)cc(OC)c1OC	1%[9.22 µM]	.	0.5%	-29%	.	2%	.
CN(C)CCNc1nc2sc3c(c2c(=O)n1-c1ccc(F)cc1)CCCCC3	4%[9.22 µM]	.	-1.3%	2%	.	10%	.
CCN(CC(=O)Nc1cccc(C(C)=O)c1)S(=O)(=O)c1ccc(C)cc1	-5%	4%	3.8%	10%	.	10%	5%
CCN(CC)S(=O)(=O)c1ccc(C(=O)NCc2ccc3c(c2)cc(C)n3C)cc1	-6%	?	-0.8%	?	-14%	-7%	5%
COC(=O)CSc1[nH]c2ccc(F)cc2c1[N+](=O)[O-]	-13%[9.22 µM]	.	-1.6%	-3%	.	17%	.
COc1ccc2cc(C#N)c(SCC(=O)N3CCCC3)nc2c1	-16%	8%[38.3 µM]	-0.8%	-22%[46.1 µM]	9%	2%	0%
CN1CCN(/N=C2/C(=O)Nc3ccc([N+](=O)[O-])cc32)CC1	32%	16%	4.8%	-22%	1%[46 µM]	-7%	3%
c1ccc(COc2ccccc2CNCc2cccnc2)cc1	-25%	44%[activator][38.3 µM]	-0.5%	1%[46.1 µM]	2%	0%	-3%
Cc1nnc(N2C(=O)C(O)=C(C(=O)c3ccco3)C2c2ccc(C(C)(C)C)cc2)s1 (configuration not stated)	1%	?	-1.0%	-41%	-1%	-6%	1%
C=CCN1C(=O)C2(C(C#N)=C(N)Oc3n[nH]c(CCC)c32)c2ccccc21 (configuration not stated)	13%	15%[38.3 µM]	-4.6%	-11%[46.1 µM]	3%	5%	-1%
COc1ccc(C=O)cc1COc1ccccc1F	0%	-18%	4.4%	-12%	?	20%	10%
Cn1cccc1C(C(=O)NC1CCCCC1)N(C(=O)Cc1cccs1)C1CC1 (configuration not stated)	18%	3%[38.3 µM]	-0.9%	-13%[46.1 µM]	-4%	6%	-2%
C/C(=N/NC(=O)c1cccs1)c1ccc(NC(=O)COc2ccc(Cl)cc2)cc1	-7%	10%[38.3 µM]	1.6%	-18%[46.1 µM]	5%	2%	-2%
Cc1c(C)c2c(C)[nH]nc2oc1=O	10%	9%[38.3 µM]	-0.6%	-1%[46.1 µM]	0%	-3%	-10%
Cc1ccc(NS(=O)(=O)c2ccc(CCC(=O)O)cc2)cc1	-4%[9.22 µM]	-8%[38.3 µM]	-3.9%	-4%[46.1 µM]	4%	1%	0%
COc1ccc(NC(=O)C2CC(=O)OC2c2ccccc2)cc1 (configuration not stated)	-4%	-4%	0.0%	13%	6%	-10%	-1%
CC(C)c1ccc(-n2ccnc2SCC(=O)O)cc1	17%	-4%	2.6%	-13%	.	7%	3%
CN1/C(=C\C(=O)c2ccco2)C(C)(C)c2ccccc21	-45%	13%[38.3 µM]	-1.0%	-12%[46.1 µM]	?	?	-6%
CCc1nc(CN2CCN(c3ccc(C(F)(F)F)cn3)CC2)c(C)[nH]1	-9%[9.22 µM]	.	0.0%	10%	.	9%	.
O=C(CCc1ccccc1)N1CCCN(C(=O)CCc2ccccc2)CC1	-2%	2%	1.1%	-11%	9%	0%	1%
COc1ccc(F)cc1C(=O)C1CCCN(C(=O)c2ocnc2C)C1 (configuration not stated)	-5%[9.22 µM]	3%	1.1%	4%	.	7%	0%
COc1ccc(NC(=O)CSc2nnc(CNC(=O)COc3ccc(Cl)cc3)o2)c(OC)c1	7%	7%[38.3 µM]	-0.2%	-13%[46.1 µM]	1%	0%	3%
O=C(O)C1CCC(=O)N1C1c2ccccc2Oc2ccccc21 (configuration not stated)	2%	-6%[38.3 µM]	-1.4%	4%[46.1 µM]	0%	0%	-3%
O[C@@H]1[C@@H]2c3cc4c(cc3CN3CCC(=C[C@@H]1O)[C@H]23)OCO4	.	6%	?	.	?	10%[21.7 µM]	2%[17.1 µM]
O=C1CCn2nc(-c3ccc(Cl)cc3)cc2N1	3%	0%	0.0%	10%	?	11%	0%
COCCNC(=O)/C(C#N)=C/c1cccs1	-2%[9.22 µM]	.	-0.3%	9%	.	0%	.
Fc1ccccc1Cn1cc(C(=S)N2CCOCC2)c2ccccc21	1%[9.22 µM]	.	0.1%	-22%	.	-17%	.
O=C(NCCCN1CCc2ccccc2C1)C1CCN(S(=O)(=O)N2CCCC2)CC1	-3%	4%[38.3 µM]	-0.9%	-6%[46.1 µM]	4%	0%	-1%
Cc1ccc(-c2nnn(CC(=O)N(CCN3CCOCC3)C(C(=O)NC(C)(C)C)c3ccc(C)o3)n2)cc1 (configuration not stated)	-11%[9.22 µM]	.	-1.0%	-4%	.	14%	.
Cc1ccccc1OCC(O)Cn1c(NCCN(C)C)nc2c1c(=O)n(C)c(=O)n2C (configuration not stated)	3%	5%[38.3 µM]	0.2%	8%[46.1 µM]	0%	2%	-4%
Brc1ccc2nc(-c3ccncc3)c(NC3CCCC3)n2c1	-41%[9.22 µM]	18%	0.1%	37%	?	6%	-3%
CN1CCN(C(=O)/C=C/c2ccc([N+](=O)[O-])cc2)CC1	11%	-2%	0.1%	4%	?	1%	-2%
CC1(C(=O)N(Cc2ccccc2)Cc2ccccc2)CC1(Br)Br (configuration not stated)	-15%	1%	1.0%	?	2%	11%	-1%
CC(C)Cn1c(N)c(C(=O)COC(=O)c2ccccc2F)c(=O)n(C)c1=O	4%	20%	-4.2%	-8%	?	7%	4%
CCOC(=O)COc1ccc(S(=O)(=O)Nc2cccc(SC)c2)cc1	-2%	28%[38.3 µM]	-1.0%	-19%[46.1 µM]	-7%	4%	-5%
COc1ccc(-c2cc3n(n2)CCc2nc4ccccc4n2-3)cc1	5%	16%[38.3 µM]	-2.1%	-5%[46.1 µM]	-9%	-4%	1%
O=C(Nc1ncn[nH]1)c1c(Cl)ccc(Cl)c1Cl	?	15%	-1.1%	-15%[46.1 µM]	-12%	3%	-1%
COc1ccc(/C=C/C(=O)NCc2ccccn2)cc1OC	-5%[9.22 µM]	12%	0.0%	-9%	.	1%	-1%
COc1ccc([N+](=O)[O-])c2c(=O)ccoc12	1%	-4%	0.0%	5%	?	-2%	0%
CCCN1C2CCCC1CC(NC(=S)Nc1ccc(OC)cc1)C2 (configuration not stated)	8%[9.22 µM]	25%	-4.8%	-10%	?	-1%	-3%
O=C(Nc1ccccc1C(=O)N1CCNCC1)c1ccco1	33%	4%	1.2%	6%[46.1 µM]	-6%	20%	-4%
Cc1ccc(N2C(=O)c3ccccc3C2C(=O)c2ccc(O)cc2O)cc1 (configuration not stated)	10%	8%	2.1%	-21%	?	.	1%
O=C(CN1C(=O)C(=O)c2ccccc21)NC1CCCCC1	4%	11%	3.5%	-5%[46.1 µM]	-6%	3%	-3%
CCOC(=O)CC1C(=O)NCCN1C(=O)c1sc2ccccc2c1Cl (configuration not stated)	29%[9.22 µM]	-5%	-0.3%	22%	8%[46 µM]	1%	0%
Cc1ccc(C)c(CSc2nnc(C)c(=O)n2N)c1	9%	3%	0.1%	16%	.	-4%	2%
Cc1cc(=O)oc2cc(OCc3ccc(C(=O)OCC(=O)Nc4ccccc4OC(F)F)cc3)ccc12	-4%	-5%	-3.2%	-1%	-1%	0%	1%
CCOC(=O)C1(Cc2ccc(OC)cc2)CCN(C(=O)[C@@H]2CCCN2C(C)=O)CC1	-20%[9.22 µM]	.	-1.1%	5%	.	7%	.
CCOC(=O)N1CCC(NC(=O)c2cc3c(=O)n(C)c4ccccc4c3n2C)CC1	14%	7%	-1.0%	22%	-14%	3%	-1%

Full records, quoted from the list. Order of screens: HTT aggregate	IMPase Li cell	Epigenetic reg	NPSR antagonist	LMNA splice mod	CBFb RUNX1 block	Luc counter
C/C(=N/NC(=O)c1cccs1)c1ccc(NC(=O)COc2ccc(Cl)cc2)cc1 as listed: -7%	10%[38.3 µM]	1.6%	-18%[46.1 µM]	5%	2%	-2%
CCOC(=O)N1CCC(NC(=O)c2cc3c(=O)n(C)c4ccccc4c3n2C)CC1 as listed: 14%	7%	-1.0%	22%	-14%	3%	-1%
CCOC(=O)CC1C(=O)NCCN1C(=O)c1sc2ccccc2c1Cl (configuration not stated) as listed: 29%[9.22 µM]	-5%	-0.3%	22%	8%[46 µM]	1%	0%
